KCNK3 inh = human KCNK3 channel inhibition, primary screen; AID 602410; O14649; B-score at 10 µM; CHO-KCNK3 thallium flux, FluxOR fluorescence; hits give low values; 340,000 compounds, 0.84% hits;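 active = B-score under library mean minus 4 SD, starting fluorescence ratio at most library mean plus 5 SD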;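 also: more negative B-score means stronger inhibition of thallium flux through KCNK3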
HDAC3 inhib = inhibitors of human histone deacetylase 3 | recombinant HDAC3, fluorogenic peptide/trypsin coupled, fluorescence | inhibition, % at 8.3 µM | 320,000 compounds, 0.15% hits | AID 2718; in the data active = inhibition above about 26%, passing the limit was not always enough; inconclusive = no clear call, values can overlap the other calls
RGS4 act = RGS4 potentiation or activation | 310,000 compounds, 0.92% hits | B-score at 10 µM | HEK293 M3R/inducible RGS4, carbachol calcium flux Fluo4; hits give low values;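 active = B-score of the integrated calcium signal more than 4 SD below the library mean, with starting fluorescence not abnormally high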;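 also: negative B-score means reduced calcium response which marks RGS4 activation or potentiation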
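test system = HEK293 cells with stable M3R and inducible RGS4 | schedule = recording 10 s baseline at 1 Hz, 100 s post-agonist | technique = Fluo4-AM (2 µM) calcium-flux fluorescence, kinetic read | measure = Agonist-evoked peak-minus-minimum fluorescence over baseline, integrated ratio, B score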
GSK3B inh = inhibitors of human GSK3beta kinase; P49841; GST-GSK3beta kinase, ADP-Glo luminescence, 60 min; hits give low values; activity score (negative = inhibition), % at 10 µM; 300,000 compounds, 0.038% hits;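 active = more than half of replicate wells score below -50%, meaning over 50% inhibition versus plate controls; inconclusive = some replicates but at most half score below -50%; inactive = no replicate scores below -50%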;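 also: 0% = median DMSO wells and -100% = median GW8510 positive control wells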
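Assay system: GST-tagged human GSK3beta kinase, cell-free; Input: 1.6 ng GSK3beta; Medium: Tris/MgCl2 kinase buffer; Timing: 60 min enzyme reaction, room temperature; Signal: ADP-Glo luminescence quantifying ADP generated by kinase; Evaluation: score relative to plate controls; Benchmarks: DMSO neutral wells and GW8510 at 20 µM as positive.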
KCNQ1 pot = human KCNQ1 channel potentiation or activation; P51787; CHO-K1 KCNQ1, thallium flux FluxOR fluorescence; hits give high values; B-score at 10 µM; 310,000 compounds, 0.35% hits; AID 2648;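 active = fluorescence ratio B-score, a plate-corrected score, at least three library SD, with initial intensity B-score within 5 SD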
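Doses: Single concentration per compound, DMSO matched to controls | Test system: KCNQ1-transfected CHO-K1 cells | Timing: 90 min dye loading and 20 min compound exposure, both at room temperature | Measured by: Kinetic FluxOR thallium fluorescence, 10-s 1-Hz baseline, 110-s post-stimulus read | Medium: Assay buffer with matched DMSO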
PolyA inh = yeast polyadenylation inhibition; calls only at 12 µM; S. cerevisiae SKY197-pL101 polyadenylation reporter, beta-gal luminescence; efflux-impaired pdr1/pdr3 knockout yeast; score 100 = 6 SD above DMSO; 300,000 compounds, 0.02% hits; AID 1875;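 active = lowest replicate activity score at least 50, where 100 means six control SD above control mean; inconclusive = lowest score under 50 but half or more replicates reach 50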;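 also: yeast exposed to compound for 9 h at 30 °C; higher score means more reporter readthrough which indicates perturbed polyadenylation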
hERG rescue = shields human hERG channel from block by proarrhythmic agents; Q12809; CHO-hERG, FluxOR thallium flux, dofetilide IC70 present; activation (rescue from dofetilide block), less the hit threshold, % at 10 µM; 310,000 compounds, 0.51% hits; AID 1511;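 active = activation above the mean of controls blocked by dofetilide plus 5 SD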;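 also: thallium influx through hERG after potassium depolarization seen as dye fluorescence rise; in these data hits start at about 4.7%; inactives centre near -7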
Target sequence (Q12809 whole entry, looked up): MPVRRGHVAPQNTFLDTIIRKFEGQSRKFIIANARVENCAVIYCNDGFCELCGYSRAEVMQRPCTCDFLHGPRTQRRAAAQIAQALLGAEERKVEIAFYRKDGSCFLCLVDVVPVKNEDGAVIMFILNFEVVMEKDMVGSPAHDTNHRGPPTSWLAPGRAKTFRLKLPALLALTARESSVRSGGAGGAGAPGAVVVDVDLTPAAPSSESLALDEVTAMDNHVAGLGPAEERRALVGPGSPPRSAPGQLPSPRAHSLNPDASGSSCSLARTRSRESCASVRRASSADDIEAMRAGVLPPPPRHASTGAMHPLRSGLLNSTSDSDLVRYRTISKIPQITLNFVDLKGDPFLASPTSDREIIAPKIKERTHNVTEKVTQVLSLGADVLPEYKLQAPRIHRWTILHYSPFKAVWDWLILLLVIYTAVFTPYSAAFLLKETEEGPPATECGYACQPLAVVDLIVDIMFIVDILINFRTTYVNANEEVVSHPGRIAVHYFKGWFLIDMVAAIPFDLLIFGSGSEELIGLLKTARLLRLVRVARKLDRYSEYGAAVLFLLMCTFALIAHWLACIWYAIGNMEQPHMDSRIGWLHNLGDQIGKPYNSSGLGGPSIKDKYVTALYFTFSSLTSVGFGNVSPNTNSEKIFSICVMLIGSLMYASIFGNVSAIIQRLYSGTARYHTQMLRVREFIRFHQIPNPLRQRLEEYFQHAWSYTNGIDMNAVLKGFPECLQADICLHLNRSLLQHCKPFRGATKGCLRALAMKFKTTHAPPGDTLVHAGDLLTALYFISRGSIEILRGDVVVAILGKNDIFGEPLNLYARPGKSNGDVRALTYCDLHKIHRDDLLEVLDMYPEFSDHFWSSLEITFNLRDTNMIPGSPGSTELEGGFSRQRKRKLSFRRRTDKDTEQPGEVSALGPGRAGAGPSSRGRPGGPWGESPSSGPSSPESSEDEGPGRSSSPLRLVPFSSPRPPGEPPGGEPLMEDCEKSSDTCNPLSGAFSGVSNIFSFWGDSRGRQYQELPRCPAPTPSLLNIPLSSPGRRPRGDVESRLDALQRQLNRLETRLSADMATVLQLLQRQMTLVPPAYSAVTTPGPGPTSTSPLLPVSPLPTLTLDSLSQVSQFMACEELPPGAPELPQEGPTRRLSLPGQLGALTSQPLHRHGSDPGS
KCNK9 inh = blocks the human KCNK9 two-pore domain potassium channel; 310,000 compounds, 1.2% hits; AID 488922; Q9NPC2; B-score at 10 µM; HEK293 KCNK9, FluxOR thallium flux fluorescence; hits give low values;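 active = ratio B-score over 3 SD below the library mean, with starting fluorescence within 5 SD of its mean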;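 also: negative B-score means less thallium flux so channel inhibition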
GSK3A inh = blocks human GSK-3 alpha kinase | ADP-Glo luminescence, 60 min | inhibition, % at 10 µM | 320,000 compounds, 0.1% hits;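 in the data active = inhibition above about 50%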;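 also: GST-tagged GSK-3 alpha with peptide substrate and 25 µM ATP; 0% = DMSO neutral wells and 100% = GW8510 positive control wells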
Dyrk1A ADPGlo = Dyrk1A (rat) kinase inhibition; Q63470; ADP-Glo luminescence, NFATc1 peptide; inhibition, % at 12.5 µM; 310,000 compounds, 0.43% hits; AID 504441; in the data active = inhibition above about 50%;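 also: plate controls were vehicle with enzyme for no effect and no enzyme for full effect; many of its hits are not listed in these tables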
KCNQ1 inh = human KCNQ1 channel inhibition. CHO-K1 KCNQ1, FluxOR thallium flux fluorescence; hits give high values. B-score at 10 µM. P51787. 310,000 compounds, 1.3% hits;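 active = compounds whose thallium flux B-score, printed positive for inhibition, exceeds three library SD while starting fluorescence stays within three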;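 also: channel opened by potassium depolarization with thallium stimulus after 20 min compound exposure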
* hit, by the source's call; i = inactive; ? = inconclusive; / = not tested or not shown.

SMILES | KCNK3 inh | HDAC3 inhib | RGS4 act | GSK3B inh | KCNQ1 pot | PolyA inh | hERG rescue | KCNK9 inh | GSK3A inh | Dyrk1A ADPGlo | KCNQ1 inh
Cc1cccc(NC(=O)c2sccc2-n2cccc2)c1C | i | 4 | i | 1 | i | i | -11 | i | 0 | 1 | i
c1nnc2c3c4c(sc3ncn12)CCCC4 | / | / | i | -6 | i | i | -7 | i | / | / | i
CC1CCCN(CC(=O)Nc2ccc(S(=O)(=O)N3CCCCCC3)cc2)C1 (configuration not stated) | i | -3 | i | -3 | i | i | -9 | i | -1 | -4 | i
COc1ccc(-c2onc3ccc(Cl)cc23)cc1 | i | 3 | i | 3 | i | i | 1 | i | -5 | -3 | i
COc1ccc(N2CCN(C(=O)CSc3nnc4nc(C)cc(C)n34)CC2)cc1 | i | -3 | i | 1 | i | i | -12 | i | 1 | -4 | i
COc1c2c(nc3occc13)C(CCC(C)(C)O)(OC)C(O)CC2 (configuration not stated) | i | 2 | i | 4 | i | i | -12 | i | -2 | 1 | i
CSc1ncccc1C(=O)Nc1ccc(S(=O)(=O)Nc2nccs2)cc1 | i | 1 | i | -2 | i | i | -7 | i | -7 | -2 | i
CCC(C)[C@H](NC(=O)Nc1ccc(S(N)(=O)=O)cc1)C(=O)OC (some centres not stated) | i | / | i | -2 | i | i | -10 | i | -1 | -8 | i
COc1cc(-n2c(C)nc3cc(C(=O)O)ccc32)cc(OC)c1OC | i | 2 | i | 3 | i | i | -9 | i | 1 | / | i
CN(C)c1cccc(C(=O)Nc2nnc(Cc3ccccc3)s2)c1 | i | 7 | i | 0 | i | i | -6 | i | 1 | 14 | i
CC(NC(=O)COC(=O)COc1cccc2c1OC(C)(C)C2)c1ccccc1 (configuration not stated) | i | 4 | i | 0 | i | i | -12 | i | 1 | 1 | i
N#C/C(=N\O)c1nc2ccccc2s1 | i | 4 | i | -1 | i | i | -16 | i | 0 | 49 | i
COc1ccc(OC)c(NC(=O)CSC2=NN3CCCC(=O)N=C3S2)c1 | i | 6 | i | 1 | i | i | -9 | i | -1 | -1 | i
O=C(Nc1ccc2oc(-c3ccccc3F)nc2c1)c1cncc(Br)c1 | i | -2 | i | 2 | i | i | -1 | i | -2 | 0 | i
O=C(c1cc(=O)[nH]c2ccccc12)N1CC=C(c2ccccc2)CC1 | i | / | i | -6 | i | i | -11 | i | / | 7 | i
CC1CC(C)CN(CCOc2cccc3ccccc23)C1 (configuration not stated) | i | -2 | i | -2 | i | i | -4 | i | -2 | -3 | i
Cc1cc(C)n(-c2nc3ccccc3nc2N2CCCCCC2)n1 | i | 6 | i | 2 | i | i | -7 | -9.9* | -3 | -5 | i
Nc1nonc1C(=O)NCCNc1ncccc1[N+](=O)[O-] | i | 2 | i | -1 | i | i | -6 | i | -1 | / | i
CCn1c(CNC(=O)c2ccco2)nnc1SCC(=O)Nc1ccc(Br)cc1F | i | -2 | i | 1 | i | i | -5 | i | 2 | 2 | i
O=C(c1cc2ccccc2o1)N1CCN(S(=O)(=O)/C=C/c2ccccc2)CC1 | i | 0 | i | 2 | i | i | -6 | i | -3 | 3 | i
CCOC(=O)N1CCN(C(=O)c2ccc3c(=O)n(CC4CCCO4)c(=S)[nH]c3c2)CC1 (configuration not stated) | i | 3 | i | 0 | i | i | -15 | i | -3 | 0 | i
Cc1ccc(NC(=O)C2CCN(S(=O)(=O)c3c(C)n[nH]c3C)CC2)c(C)c1 | i | -1 | i | 1 | i | i | -9 | i | 6 | -6 | i
CC(C)N(C1=N/C(=C\c2ccco2)C(=O)N1c1ccccc1)C(C)C | i | 1 | i | 1 | i | i | -5 | i | 0 | 10 | i
O=[N+]([O-])c1ccc(S(=O)(=O)N/N=C/c2ccc3c(c2)OCO3)cc1 | i | -7 | i | 5 | i | i | -8 | i | -6 | -3 | i
Cc1ccc(-c2noc(CCC(=O)NCc3ccc4c(c3)OCO4)n2)cc1 | i | 4 | i | -6 | i | / | 0 | i | -2 | -6 | i

New compounds follow.
SMILES | KCNK3 inh | HDAC3 inhib | RGS4 act | GSK3B inh | KCNQ1 pot | PolyA inh | hERG rescue | KCNK9 inh | GSK3A inh | Dyrk1A ADPGlo | KCNQ1 inh
Cc1cccn2c(=O)c3cc(C(=O)NCC4CCCO4)c(=N)n(CCN4CCOCC4)c3nc12 (configuration not stated) | i | -79 | i | 1 | i | i | -9 | i | -3 | -3 | i
CCN1CCCC1CNC(=S)Nc1ccc(C(C)=O)cc1 (configuration not stated) | i | 10 | i | -2 | i | i | -6 | i | 0 | -2 | i
CC(C)=CCN1CCN(Cc2cc(F)ccc2-n2nc(C)cc2C)CC1CCO (configuration not stated) | i | 1 | i | -1 | i | i | -1 | i | -1 | 0 | i
O=C(CN1CCCCC1)Nc1cccc2c1OCO2 | i | -7 | i | 1 | i | i | -7 | i | -2 | 5 | i
COc1ccc(C(=O)c2ccc(CC#N)s2)cc1 | i | 5 | i | 2 | i | i | -5 | i | 3 | / | i
O=C(Nc1ccc(S(=O)(=O)NCc2ccccc2)cc1)c1ccccc1[N+](=O)[O-] | i | 3 | i | 0 | i | i | -2 | i | -3 | -1 | i
O=C(c1ccco1)N(Cc1cccc([N+](=O)[O-])c1)c1ccc(Br)cc1 | i | 4 | i | -5 | i | i | -13 | i | -1 | / | i
Cc1ccccc1N1C(=O)c2ccccc2NC1c1ccncc1 (configuration not stated) | i | 2 | i | 1 | i | i | -4 | i | -2 | -6 | i
CCCC1C(C#N)=C(N)Oc2cc(C)n(C)c(=O)c21 (configuration not stated) | i | -42 | i | 1 | i | i | -12 | i | 0 | 1 | i
CC(C)c1ccc2c(c1)[C@H]1OCC[C@H]1[C@@H](c1cccs1)N2 | i | 4 | i | 1 | i | i | -4 | i | -4 | 0 | i
COC(=O)c1cccc(NC(=O)CSc2nc(C)cc(=O)[nH]2)c1 | i | -1 | i | 2 | i | / | -3 | i | -3 | -3 | i
COc1cc(CCC(=O)OCC(=O)NC(=O)c2ccc(Cl)cc2)cc(OC)c1OC | i | 9 | i | 0 | i | i | -12 | i | 0 | -5 | i
Cc1ccc(S(=O)(=O)Nc2ccc(O)c(Sc3ncn[nH]3)c2)cc1 | i | 0 | i | 2 | i | i | -14 | i | 4 | 7 | i
Cc1ccc(NS(=O)(=O)c2cccs2)nc1 | i | -15 | i | -1 | i | i | -13 | i | 2 | 3 | i
COC(=O)C1=C(CCc2ccccc2)NC(=O)NC1c1ccc(Cl)cc1 (configuration not stated) | i | 6 | i | -2 | i | i | -3 | i | -2 | 3 | i
O=Nc1ccc(O)c2ncccc12 | i | ? | i | -1 | i | i | -15 | i | 1 | 5 | i
CN(C(=O)CCN1C(=O)C2C3C=CC(C3)C2C1=O)c1ccccc1 (configuration not stated) | i | -6 | i | 0 | i | i | -4 | i | -1 | -3 | i
COc1cccc(/C=N/NC(=O)CSc2nnc(C)n2-c2ccccc2)c1OC | i | 1 | i | 2 | i | i | -14 | i | -4 | 2 | i
CCOC(=O)c1ccc(Oc2nc(NC)nc(OC)n2)cc1 | i | -1 | i | -1 | i | i | -8 | i | -1 | -2 | i
Cc1nc(Cc2nnc(SCc3nc(N)nc(Nc4ccccc4C)n3)o2)cs1 | i | -3 | i | 0 | i | i | -4 | i | 0 | 4 | i
CC(=O)c1c(C(C)=O)c(C)n(NC(=O)c2ccccc2O)c1C | i | -1 | i | -1 | i | i | -14 | i | -2 | -4 | i
CC1CC(C)CN(C(=O)Nc2ccc(Br)cc2)C1 (configuration not stated) | i | -1 | i | 2 | i | i | -1 | i | 0 | 2 | i
COCCn1c(-c2ccc(F)cc2)nc2oc3cc(OC)ccc3c(=O)c2c1=O | i | 1 | i | 2 | i | i | -14 | i | -5 | / | i
O=C(NC(Cc1c[nH]c2ccccc12)C(=O)NCc1ccc(F)cc1)OCc1ccccc1 (configuration not stated) | i | 12 | i | 2 | i | i | -4 | i | -1 | -1 | i
CCOC(=O)CN1CC23C=CC(O2)C(C(=O)NC2CCCCCC2)C3C1=O (configuration not stated) | i | / | i | 1 | i | i | -11 | i | -4 | -5 | i

Following part
SMILES | KCNK3 inh | HDAC3 inhib | RGS4 act | GSK3B inh | KCNQ1 pot | PolyA inh | hERG rescue | KCNK9 inh | GSK3A inh | Dyrk1A ADPGlo | KCNQ1 inh
CCN(CC)CCC(=O)NC(C)(C)Cc1ccc(O)cc1 | i | -2 | i | 2 | i | i | -6 | i | -1 | 10 | i
Cc1nnc2n(-c3ccccc3)c(=O)c3c4c(sc3n12)CC(C)CC4 (configuration not stated) | i | 13 | i | -4 | i | i | -11 | i | -1 | 3 | i
C=CCNc1nc(NC(C)(C)CO)nc(OCC)n1 | i | 0 | i | 3 | i | i | -10 | i | 4 | 4 | i
CCCCC(CC)CNC(=O)C(Cc1ccccc1)NS(=O)(=O)c1ccc2c(c1)CCC(=O)N2 (configuration not stated) | i | 4 | i | 2 | i | i | -13 | i | 3 | -10 | i
COc1ccc(NC(=O)CN2CCN(c3ccc(F)cc3)CC2)cc1 | i | -3 | i | 0 | i | i | -5 | i | -4 | 1 | i
CCc1ccc(CN2CCN(C(=O)c3ccco3)CC2)cc1 | i | 1 | i | 3 | i | i | -2 | i | -3 | -4 | i
Cc1ccc(C(c2nnnn2CCC(C)C)N2CCN(C)CC2)cc1 (configuration not stated) | i | -2 | i | / | i | i | -9 | i | 2 | 0 | i
Cc1cc(C)n2nc(SCC(=O)N(CC(C)C)c3c(N)n(CC(C)C)c(=O)[nH]c3=O)nc2n1 | i | 15 | i | -26 | i | i | -5 | i | 4 | 0 | i
Cc1nc2c(C(=O)NCCC3=CCCCC3)c[nH]n2c(=O)c1Cl | i | 1 | i | 2 | i | i | -12 | i | 1 | 12 | i
COc1ccc(CNC(=O)COC(=O)C2=COCCO2)cc1 | i | -1 | i | 1 | i | i | -7 | i | -1 | 3 | i

Random excerpt: two records from the list
SMILES | KCNK3 inh | HDAC3 inhib | RGS4 act | GSK3B inh | KCNQ1 pot | PolyA inh | hERG rescue | KCNK9 inh | GSK3A inh | Dyrk1A ADPGlo | KCNQ1 inh
CCN(CC)CCC(=O)NC(C)(C)Cc1ccc(O)cc1 | i | -2 | i | 2 | i | i | -6 | i | -1 | 10 | i
CCc1ccc(CN2CCN(C(=O)c3ccco3)CC2)cc1 | i | 1 | i | 3 | i | i | -2 | i | -3 | -4 | i

From PubChem

This is a subset, so the mix of outcomes need not match the whole.
